# Source: PubChem BioAssay
# TAAR1 ag – human TAAR1 agonism. CHO RD-HGA16 TAAR1, Fluo-8 calcium fluorescence; vehicle wells 0%, saturating PEA agonist 100%. AID 624467. actives 0.99% (n = 360,000). activation, % at 3 µM;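 active means activation above the mean activation of all test compounds in the run plus 3 SD, cut at about 38% in these data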
# Target sequence (Q96RJ0 whole entry, looked up): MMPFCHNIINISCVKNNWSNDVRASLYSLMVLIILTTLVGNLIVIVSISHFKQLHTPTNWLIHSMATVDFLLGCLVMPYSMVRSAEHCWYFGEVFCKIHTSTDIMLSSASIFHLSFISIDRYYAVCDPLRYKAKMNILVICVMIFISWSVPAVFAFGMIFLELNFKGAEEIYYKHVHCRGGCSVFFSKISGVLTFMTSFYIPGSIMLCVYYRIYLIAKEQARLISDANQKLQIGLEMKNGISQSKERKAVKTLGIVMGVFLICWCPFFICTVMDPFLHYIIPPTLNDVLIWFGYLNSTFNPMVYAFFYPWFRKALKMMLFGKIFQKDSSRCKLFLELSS
#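 System: CHO-derived RD-HGA16 cells with stable Gα16 and human TAAR1. Times: 17-24 h plating, Fluo-8 75 min 37 °C, 30 min RT. Measured by: calcium-sensitive Fluo-8 signal, excitation 470-495, emission 515-575 nm. Read-out basis: % activation relative to PEA EC100 response. Control set: DMSO and PEA EC100. Repeats: no replicates (n 1).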
# TAAR1 antag – antagonists of human TAAR1. AID 624466. inhibition, % at 3 µM. actives 1.5% (n = 360,000). CHO RD-HGA16 TAAR1, Fluo-8 calcium fluorescence, antagonist;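 active means inhibition above a per-plate cutoff, the mean inhibition of test compounds on that plate plus 3 SD, cut at about 49% in these data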;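 further: 0% = DMSO plus EC80 beta-PEA response and 100% = DMSO alone without agonist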
#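 Assay system: RD-HGA16 CHO cells with stable hTAAR1 and Gα16 / Reagent: EC80 β-phenethylamine stimulus / Doses: 3 µM, single point / Timing: dye loading 75 min at 37 °C, then 30 min room temperature / Measured by: Fluo-8 intracellular calcium dye fluorescence, real-time kinetic reads / Controls: vehicle wells and EC80 agonist wells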
# * marks the source's active call; other numbers are inactive results.
# Results follow in this order: TAAR1 ag, TAAR1 antag
- Cc1cc(-c2cc(NC(=O)Cc3c(C)[nH]c4ccccc34)ccc2N(C)c2cccnc2)ccc1F
  4.0, 8.5
- CCOC(=O)C1CSCCS(=O)(=O)N1Cc1ccc(C)cc1 (stereo not drawn)
  2.0, -10.2
- CCOC(=O)C1=C(C(=O)OCC)C2N(Cc3ccc(C#N)cc3)c3ccccc3[C@@]23C[C@@H](C(=O)OC)N(S(=O)(=O)c2ccc(F)cc2)C3=N1 (stereo partly drawn)
  -0.1, -16.3
- Cc1cccc(C)c1NC(=O)C(c1ccccc1)N1CCN(C)CC1 (stereo not drawn)
  1.4, -10.1
- COc1ccc(OC)c(CN2C(=O)CSCC2(C)C(=O)NC(C)C)c1 (stereo not drawn)
  -0.3, 13.8
- COC(=O)C1=CN(c2ccc3c(c2)OCO3)C(N)=C(C#N)C1c1cccc(F)c1 (stereo not drawn)
  1.8, 1.3
- CCc1cc2c(nc1CC)CCCN2S(=O)(=O)c1ccc(OC)cc1
  0.7, -24.1
- O=C(N[C@H](C(=O)N1CCC[C@H]1C(=O)NC1CCCC1)c1ccccc1)c1ccc(Cl)cc1Cl
  5.3, -30.2
- COc1cccc(C(=O)N[C@H](C(=O)N2CCC[C@H]2C(=O)NCc2ccccc2)C2CCCCC2)c1
  1.4, -10.3
- COc1ccc(N2c3ccccc3CN(Cc3ccccc3)[C@@H](C)[C@H]2Cc2ccc(-c3ccccc3)cc2)cc1
  0.1, -11.9
- COC(=O)[C@@]12C[C@@H](CC(=O)N3CCCC3)C(=O)N(Cc3cccc4ccccc34)C1=CCC(C)(C)C2
  1.1, 1.9
- COCCNC(=S)N(C)[C@H]1C[C@H]2c3[nH]c4c(-c5ccccc5)cccc4c3CCN2C[C@H]1[C@H](C)O
  3.3, -5.9
- COc1ccc(OCC2CN(C3CCCC3)S(=O)(=O)CCO2)cc1 (stereo not drawn)
  0.4, 10.8
- Cc1ccc(-c2cccc(=O)o2)cc1
  1.2, -19.1
- C=CCN=C1NC(c2ccc(Cl)cc2)C(C(=O)OC)=C(C)N1Cc1ccccc1C(F)(F)F (stereo not drawn)
  6.4, -14.8
- COc1ccc2cc(/C=N/NC(=O)CN(c3ccccc3OC)S(=O)(=O)c3ccccc3)c(Cl)nc2c1
  10.4, 14.6
- Cc1cccc(C)c1NC(=O)C1(C)CSCC(=O)N1Cc1cccc(F)c1 (stereo not drawn)
  1.6, 8.2
- COC(=O)C[C@H]1C=C[C@@H](NS(=O)(=O)c2ccccc2)[C@@H](CO)O1
  0.4, -10.0
- COc1ccccc1-n1c(Cc2cccc3ccccc23)nnc1SCC(=O)O
  0.2, -3.7
- C[C@@H]1ON(C)[C@H]2C[C@H]3c4[nH]c5cccc(-c6ccccc6F)c5c4CCN3C(=O)[C@@H]12
  7.2, 23.8

# One compound at a time (already shown). Values in the order: TAAR1 ag | TAAR1 antag
# C[C@@H]1ON(C)[C@H]2C[C@H]3c4[nH]c5cccc(-c6ccccc6F)c5c4CCN3C(=O)[C@@H]12 is entered as 7.2 | 23.8
# Cc1cc(-c2cc(NC(=O)Cc3c(C)[nH]c4ccccc34)ccc2N(C)c2cccnc2)ccc1F is entered as 4.0 | 8.5
# COc1ccccc1-n1c(Cc2cccc3ccccc23)nnc1SCC(=O)O is entered as 0.2 | -3.7
# COC(=O)C[C@H]1C=C[C@@H](NS(=O)(=O)c2ccccc2)[C@@H](CO)O1 is entered as 0.4 | -10.0

# Remaining list, next part.
# Results follow in this order: TAAR1 ag, TAAR1 antag
- COc1ccc(-c2cc(=O)c3cccc(CC(=O)O)c3o2)cc1
  0.3, -4.9
- O=C(C(=O)N1CCN(C(=O)c2ccco2)CC1)c1cc2ccccc2o1
  0.1, -13.1
- COC(=O)C1=C(C)N(Cc2cccc(C(F)(F)F)c2)C(=NCc2ccc(C(F)(F)F)cc2)NC1c1ccccc1 (stereo not drawn)
  9.8, 19.0
- COc1ccc(-c2ccc3c(n2)CCCN3S(=O)(=O)c2ccccc2)cc1
  7.2, 77.9*
- COC(=O)[C@@]12C[C@@H](CC(=O)NCCCN3CCCC3=O)C(=O)N(Cc3ccc4c(c3)OCO4)C1=CCC(C)(C)C2
  5.2, -3.0
- O=C(C(O)c1ccccc1)N1CCN(S(=O)(=O)c2ccc(F)c(F)c2)CC1 (stereo not drawn)
  2.2, -11.9
- Cc1onc(-c2ccccc2)c1C(=O)N1CCN(C(=O)C(=O)c2cccc(C(F)(F)F)c2)CC1
  4.4, 9.3
- CCCc1nc2c(C)cc(Br)cn2c1Cc1ccccc1OC
  1.9, -15.7
- C[C@H](c1ccccc1)N1C[C@@H](COCc2ccccc2)Oc2cccc(Oc3ccc(C(C)(C)C)cc3)c2S1(=O)=O
  2.2, -2.6
- CCc1ccc(C2CC3C(CN2S(=O)(=O)c2ccc(C)cc2)[C@@H](O)C[C@@H](c2ccc(CC)cc2)N3S(=O)(=O)c2ccc(C)cc2)cc1 (stereo partly drawn)
  1.2, -11.2
- CN[C@H]1C[C@H]2c3[nH]c4c(-c5ccccc5)cccc4c3CCN2C[C@H]1[C@H](C)O
  4.2, 2.9
- CC1(C(=O)NCc2ccccc2)CN(S(C)(=O)=O)CC(=O)N1CC(F)(F)F (stereo not drawn)
  2.6, -9.0
- CCCCNC(=O)C(NC(=O)c1ccc(C)cc1)C(=O)c1ccccc1 (stereo not drawn)
  -1.5, -26.3
- O=C(C[C@H]1CC[C@H]2[C@@H](COC[C@@H](O)CN2Cc2cc(F)ccc2F)O1)NCc1ccc(Cl)cc1
  3.4, 2.5
- CCN1CCN(c2c(S(=O)(=O)c3ccc(Cl)cc3)cnc3ccccc23)CC1
  6.6, 28.7
- CC(=O)N1CCN(c2ccc(N3CCN(C(C)=O)[C@@H](C)C3)c(C)c2)[C@@H](C)C1
  0.2, 4.0
- Cc1cc(Oc2cccnc2)ccc1NC(=O)Cc1c(C)[nH]c2ccccc12
  -2.3, 13.4
- CCOC(=O)C1=CCC(c2cc3ccccc3[nH]2)NC1 (stereo not drawn)
  5.2, 5.5
- CC(C)N1C(=O)c2ccccc2NC(=O)C1C(=O)NCc1ccccc1 (stereo not drawn)
  1.7, -20.3
- N#Cc1ccc(OCCCN2CCC(C(O)(c3ccccc3)c3ccccc3)CC2)c(F)c1
  51.0*, 18.2
- Nc1sc(-c2ccccc2)cc1C(=O)N1CCNCC1
  0.5, -5.7
- O=C(NC1CCCCC1)C(c1cc2ccccc2o1)n1c(=O)c(-c2ccco2)nc2ccccc21 (stereo not drawn)
  0.5, -22.4
- COC(=O)c1cc2c(c3c4cc(OC)ccc4n(S(=O)(=O)c4cccc(C)c4)c13)C(=O)N(C)C2
  -1.8, -12.6
- COC(=O)c1cc2c(c3c4cc(OC)ccc4n(S(=O)(=O)c4ccc(F)cc4)c13)C(=O)N(Cc1ccccc1)C2
  0.2, -39.7
- Nc1ccn([C@@H]2O[C@H](C(=O)N[C@H](Cc3ccccc3)C(=O)Nc3ccc4scnc4c3)[C@@H](O)[C@H]2O)c(=O)n1
  2.9, -18.4
- COC(=O)C1=C(C)N(Cc2ccc(C(F)(F)F)cc2)C(=NCc2ccc(C(F)(F)F)cc2)NC1c1ccc(F)cc1 (stereo not drawn)
  23.7, 41.2
- CCC(=O)Nc1ccc2c(c1)OC[C@@H](C)N(C(=O)c1ccccn1)C[C@@H](C)[C@@H](OC)CN(C)C2=O
  0.8, 8.8
- COC(=O)C1=C(C)N(Cc2ccccc2C(F)(F)F)C(=NCc2ccc(OC)cc2)NC1c1cccc(C(F)(F)F)c1 (stereo not drawn)
  9.5, 4.5
- NC(=O)c1ncn([C@@H]2O[C@H](C(=O)Nc3ccc(Oc4ccccc4)nc3)[C@@H](O)[C@H]2O)n1
  1.4, -18.9
- COc1ccc2nc(NN=Cc3cccc(C)n3)cc(C)c2c1
  2.0, -11.2
- Cc1cc(NC(=O)c2cnccn2)no1
  -0.4, 2.4
- COC(=O)[C@]12C[C@H](CC(=O)NCC34CC5CC(CC(C5)C3)C4)C(=O)N(CCC3=CCCCC3)C1=C[C@H](C(C)(C)C)O[C@@H]2C
  -0.4, -38.4
- CC(=O)O[C@@H]1C=C[C@@H](C#Cc2ccc(C(C)(C)C)cc2)O[C@@H]1COC(=O)Nc1ccccc1
  -0.9, -22.7
- COC(=O)C[C@H]1C=C[C@H](NC(=O)Nc2ccccc2)[C@@H](CO)O1
  4.5, -7.2
- CC(=O)C1=CCC(c2ccccc2)N(Cc2ccccc2)C1 (stereo not drawn)
  1.6, -36.4
- COC(=O)[C@@]12C[C@@H](CC(=O)NCc3ccc(OC)c(OC)c3)C(=O)N(Cc3ccccc3)C1=CCC(C)(C)C2
  0.0, -18.7
- O=C(C(=O)N1CCC(CNS(=O)(=O)c2ccc(F)c(F)c2)CC1)c1cc2ccccc2o1
  3.0, -1.4
- COC(=O)c1ccc2nc(-c3cccc(Br)c3)c(Cc3cccc(Cl)c3)n2c1
  7.6, -29.1
- CCCCCCCCN1C(=O)[C@@H](CC(=O)N2CCN(C(=O)c3ccco3)CC2)C[C@@]2(C(=O)OC)C1=C[C@H](C1CCCC1)O[C@@H]2C
  -1.9, -1.4
- COC(=O)c1cc2c(c3c4cc(F)ccc4n(S(=O)(=O)c4ccc(C)cc4)c13)C(=O)N(Cc1ccccc1OC)C2
  2.8, -6.1

# Remaining list, next part:
mol | TAAR1 ag | TAAR1 antag
Nc1nc2c(ncn2[C@@H]2O[C@H](C(=O)NCCCN3CCCC3=O)[C@@H](O)[C@H]2O)c(=O)[nH]1 | 2.3 | -18.4
COc1ccc2c(c1)[C@@]1(OCCC=C[C@H]1C)C(=O)N2Cc1ccc(F)cc1 | 1.2 | -11.0
COc1ccc(C2=Nc3ccccc3N(C(=O)c3cccnc3)C2C(=O)NC2CCCC2)cc1 (stereo not drawn) | -0.1 | -31.4
Cc1ccc(N2CCN(C(=O)C(=O)c3ccc(F)c(F)c3)CC2)cc1 | -2.3 | 7.3
CCCCNC(=O)C[C@H]1C[C@@]2(C(=O)OC)C(=C[C@H](C(C)(C)C)O[C@@H]2C)N(CCC2=CCCCC2)C1=O | -2.5 | -41.6
CSCCC(C(=O)NC1CCCC1)n1c(-c2ccccn2)nc2ccccc21 (stereo not drawn) | -0.3 | -11.6
COc1ccc(-c2ccc3c(n2)CCCN3S(=O)(=O)c2ccc(F)cc2)cc1 | 2.2 | 5.0
COC(=O)[C@]12C[C@H](CC(=O)NCc3cccc4ccccc34)C(=O)N(Cc3ccccc3)C1=C[C@H](C1CCCC1)O[C@@H]2C | -0.4 | -14.7
O=C(N[C@@H](Cc1cccnc1)C(=O)N1CCC[C@H]1C(=O)NCc1ccccc1)c1ccccc1 | 0.1 | 3.7
c1cncc(CSc2nnc(-c3cccnc3)n2Cc2ccco2)c1 | 5.4 | 1.1
CC(C)C[C@@H]1COc2cc(N3CCCC3)ccc2S(=O)(=O)N1 | 0.9 | -17.5
O=C1CC(c2ccccc2)n2nc(NC(=O)c3cccnc3)nc2N1 (stereo not drawn) | 7.0 | 9.1
O=c1[nH]c(-c2ccccc2)cn1C1CCN(Cc2ccc(-c3nc4ccccc4nc3-c3ccccc3)cc2)CC1 | 5.2 | 35.8
CCCCCNC(=O)C(C1CC1)n1c(=O)c(-c2ccccc2)nc2ccccc21 (stereo not drawn) | -1.6 | -39.2
COC(=O)[C@@]12C[C@@H](CC(=O)NCC34CC5CC(CC(C5)C3)C4)C(=O)N(CCc3ccc(OC)c(OC)c3)C1=CCC(C)(C)C2 | -1.6 | -6.2
Cc1cccc(C)c1NC(=O)C(C)n1c(-c2ccc(=O)[nH]c2)nc2ccccc21 (stereo not drawn) | 0.2 | -2.6
Cc1cc(C)nc(N2CCCC(C(=O)Nc3nnc(C(C)C)s3)C2)n1 (stereo not drawn) | 11.6 | -1.0
Cc1cccc(C)c1NC(=O)C(c1ccc(C#N)cc1)n1c(=O)c(-c2cc3ccccc3[nH]2)nc2ccccc21 (stereo not drawn) | 1.1 | -0.8
CCCCCCCCN1C(=O)[C@H](CC(=O)NCc2cccc(C(F)(F)F)c2)C[C@@]2(C(=O)OC)CC(C)(C)CC=C12 | -0.8 | 1.0
COC(=O)[C@@]12C[C@@H](CC(=O)NCCC(C)C)C(=O)N(Cc3cccc4ccccc34)C1=CCC(C)(C)C2 | -1.5 | -5.6
CC(C)[C@@H]1NC(=O)[C@@H]2CSCCS(=O)(=O)N2C1=O | 3.0 | -6.7
CCCc1c(-c2cccc(Br)c2)ncn1CCc1ccccc1OC | 20.3 | 33.4
O=C(Nc1ccc(F)cc1)C(c1cc2ccccc2o1)N1CCN(c2ccncc2)CC1 (stereo not drawn) | 7.5 | 5.3
COC(=O)[C@]12C[C@H](CC(=O)N3CCC(c4ccccc4)CC3)C(=O)N(Cc3ccccc3)C1=C[C@H](C1CCCC1)O[C@@H]2C | -1.2 | -26.2
COCCN1C(=O)CN(S(C)(=O)=O)CC1(C)C(=O)NC(C)C (stereo not drawn) | 2.3 | -12.9
COC(=O)[C@H](Cc1ccccc1)NC(=O)[C@H]1O[C@@H](n2cnc3c(=O)[nH]c(N)nc32)[C@H](O)[C@@H]1O | 1.1 | -27.5
COC(=O)N1C[C@H](O)[C@H](O)C[C@@H]1c1ccccc1Br | 0.8 | 7.7
O=S1(=O)CCSC[C@@H](CN2CCCC2)N1 | 4.0 | -29.2
O=Cc1ccc(/C=C2\c3ccccc3C(=O)N2c2ccccc2)o1 | 1.4 | 2.0
NC(=O)c1c(N)[nH]c(C(=O)c2ccccc2)c1-c1ccc(Br)cc1 | 3.6 | -0.8

# A portion of the library. The share of hits here may be higher or lower than overall.
